# BAP1 block – blocks human BAP1 ubiquitin-AMC hydrolysis; Q92560; recombinant BAP1, Ub-AMC hydrolysis fluorescence kinetic; active compounds read low; activity remaining (% of control), % at 20 µM; actives 0.48% (n = 72,000);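 active = activity remaining at or below 50% of control, provided the compound also passes the data quality filters; inactive = the rest, including low values that fail the filters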;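 also: 100% = DMSO wells rate and 0% = substrate alone blank rate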
# Target sequence (Q92560 whole entry, looked up): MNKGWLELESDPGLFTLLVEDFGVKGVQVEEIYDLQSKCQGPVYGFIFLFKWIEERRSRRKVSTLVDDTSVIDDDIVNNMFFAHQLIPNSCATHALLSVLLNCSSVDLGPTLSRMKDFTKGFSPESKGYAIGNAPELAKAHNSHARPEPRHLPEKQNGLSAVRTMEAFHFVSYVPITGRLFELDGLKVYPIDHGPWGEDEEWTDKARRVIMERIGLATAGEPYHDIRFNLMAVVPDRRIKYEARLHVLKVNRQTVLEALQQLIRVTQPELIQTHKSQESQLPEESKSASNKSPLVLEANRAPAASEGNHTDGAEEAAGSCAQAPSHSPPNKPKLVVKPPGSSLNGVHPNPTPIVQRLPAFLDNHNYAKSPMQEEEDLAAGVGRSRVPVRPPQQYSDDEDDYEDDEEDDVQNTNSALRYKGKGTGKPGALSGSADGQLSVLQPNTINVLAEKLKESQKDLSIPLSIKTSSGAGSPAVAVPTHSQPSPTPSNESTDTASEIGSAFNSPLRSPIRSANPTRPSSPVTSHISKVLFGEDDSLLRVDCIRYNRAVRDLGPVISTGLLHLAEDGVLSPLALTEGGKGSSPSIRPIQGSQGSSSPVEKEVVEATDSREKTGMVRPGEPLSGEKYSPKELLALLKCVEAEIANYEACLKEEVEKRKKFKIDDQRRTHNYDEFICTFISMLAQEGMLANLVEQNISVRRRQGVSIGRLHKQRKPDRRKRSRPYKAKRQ
# HePTP inh – human HePTP phosphatase inhibition; P35236; AID 521; inhibition, % at 20 µM; recombinant HePTP phosphatase activity, OD absorbance; actives 0.64% (n = 110,000); in the data active = inhibition above about 50%;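 also: plate controls were vehicle for no effect and reference inhibitor for full effect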
# Target sequence (P35236 whole entry, looked up): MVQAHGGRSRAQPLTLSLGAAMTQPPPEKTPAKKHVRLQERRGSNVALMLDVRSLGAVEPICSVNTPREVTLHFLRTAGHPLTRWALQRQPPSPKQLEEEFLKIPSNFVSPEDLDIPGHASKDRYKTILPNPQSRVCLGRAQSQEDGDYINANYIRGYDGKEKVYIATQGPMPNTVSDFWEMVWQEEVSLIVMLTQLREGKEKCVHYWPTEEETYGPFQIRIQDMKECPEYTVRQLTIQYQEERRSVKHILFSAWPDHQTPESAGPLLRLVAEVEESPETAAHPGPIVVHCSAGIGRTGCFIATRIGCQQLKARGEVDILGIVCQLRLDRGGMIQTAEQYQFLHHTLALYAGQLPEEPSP
# An asterisk follows results filed as active; nt = not tested or not shown; & = joins results of further samples.
SMILES,BAP1 block,HePTP inh
OC1CCNC(=S)N1c1ccccc1 (stereo not drawn),nt,7
CCOC(=O)C(C)Oc1cccc2c(=O)n(CC(=O)NCc3ccco3)ccc12 (stereo not drawn),94,-2
O=C(NCc1cccnc1)C1CC(c2ccc(F)cc2)=NO1 (stereo not drawn),106,5
O=C(Nc1ccc(C(F)(F)F)cc1)c1ccc2c(c1)C(=O)N(CC1CCCO1)C2=O (stereo not drawn),nt,-13
CC1(C)Cc2c(sc3c2C2=NCCN2C=N3)CO1,78,9
CC(C)c1ccc(NC2=NS(=O)(=O)c3cc([N+](=O)[O-])ccc32)cc1,nt,1
COc1ccc(S(=O)(=O)N(C)CC(=O)Nc2ccccc2C(F)(F)F)cc1OC,89,0
Cc1ccccc1Nc1nc(N)nc(CSCc2c(C)noc2C)n1,92,-1
COC(=O)C1=C(O)/C(=C/c2cc(C)n(-c3ccccc3C(F)(F)F)c2C)N=C1C,nt,6
COCCCNC(=O)COc1ccc(Br)c(C)c1,nt,-8
COc1ccc2cc(C3(C)NC(=O)NC3=O)ccc2c1 (stereo not drawn),112,-1
COc1cc(C=Nc2ccc(Cl)c([N+](=O)[O-])c2)ccc1OC(C)=O,nt,-11
O=C(CCN1C(=O)S/C(=C\c2ccc(Cl)cc2)C1=O)Nc1ccccc1,nt,-15
Cc1cc(C(=O)OCC(=O)Nc2ccc(S(=O)(=O)N3CCOCC3)cc2)c(C)o1,112,8
O=C1NCCN1C(=O)c1ccco1,108,7
COc1ccc(OC)c(/C=C2/SC(=S)N(CNc3cccc(Cl)c3)C2=O)c1,nt,-7
COc1ccc(N2CCn3c2nc2c3c(=O)n(CCN3CCOCC3)c(=O)n2C)cc1,92,6
C=CCN(CC=C)S(=O)(=O)c1ccc(F)cc1,109,-4
Cc1ccsc1/C=C1\SC(=S)N(c2ccccc2)C1=O,nt,8
Brc1ccccc1OCCCCCCN1CCOCC1,nt,34
COc1cc(NC(=O)c2ccc(S(=O)(=O)N(C)C)cc2)cc(OC)c1OC,102,6
CC(=O)Nc1ccc2[nH]c3ccccc3c2c1,117,2
COC(=O)c1sccc1NC(=O)/C=C/c1cccs1,nt,2
Cc1cccc(NC(=O)CCC(=O)N/N=C/c2ccncc2)c1,nt,11
Cc1cc(C)n2c(SCC(=O)N(C)C3CCS(=O)(=O)C3)nnc2n1 (stereo not drawn),110,-3
COC(=O)c1nc2n(n1)C(c1ccc(OC)c(OC)c1OC)C1=C(CCCC1=O)N2 (stereo not drawn),103,-1
COc1ccc(NC(=O)Cc2cccc3c(S(=O)O)cccc23)cc1,nt,-2
O=C(O)c1c[nH]c2ccc(S(=O)(=O)N3CCOCC3)cc12,95,4
CC1(C)OC(=O)C(C(c2ccccc2)C(C#N)C(N)=O)=C(O)O1 (stereo not drawn),75,6
O=C(Cn1cc2c(n1)CCCC2)NCCc1ccccc1,87,19
CC(CCc1ccccc1)NC(=O)C1CCN(C(=O)c2sccc2-n2cccc2)CC1 (stereo not drawn),95,7
CCOC(=O)N1CCN(C2=Nc3cccc4cccc2c34)CC1,87,8
CC(=O)Nc1c(-c2ccccc2)nc2ncccn12,71,5
N#CCCN(Cc1cccnc1)C(=O)Nc1ccc(Cl)c(Cl)c1,93,-3
CCOC(=O)c1c(-c2ccccc2)csc1NC(=O)C(C)C,nt,-10
CC1=C(C(=O)Nc2cccc(C)c2)C(c2ccc(O)cc2)NC(=O)N1 (stereo not drawn),nt,7
CCOCCOC(=O)c1ccc(NC(=O)COc2ccc(C)cc2C(C)(C)C)cc1,nt,2
O=C(CN1C2=NCCN2c2ccccc21)c1ccc(Br)s1,nt,-8
COc1ccc(C2Nc3ccccc3C(=O)N2Cc2ccccc2)cc1Cn1nc(C)c(Br)c1C (stereo not drawn),nt,2
O=C(/C=C/c1cccc([N+](=O)[O-])c1)Nc1cc(Cl)ccc1Cl,nt,-17

# Another view of some results above.
compound: COC(=O)c1sccc1NC(=O)/C=C/c1cccs1
  BAP1 block = nt; HePTP inh = 2

compound: CC1=C(C(=O)Nc2cccc(C)c2)C(c2ccc(O)cc2)NC(=O)N1 (stereo not drawn)
  BAP1 block = nt; HePTP inh = 7

compound: O=C(/C=C/c1cccc([N+](=O)[O-])c1)Nc1cc(Cl)ccc1Cl
  BAP1 block = nt; HePTP inh = -17

# Other records:
SMILES,BAP1 block,HePTP inh
COc1ccc(NC(=O)Cc2ccccc2OC)c(OC)c1,nt,7
O=C(Nc1ccc(Cl)c(Cl)c1)Nc1nnc(Cc2cccc(Br)c2)s1,nt,8
COc1cc(-n2nc(C)c3c2OC(N)=C(C#N)C3c2ccccc2)c(Cl)c(Br)c1O (stereo not drawn),159,9
Cc1cc(C)c2[nH]c(=O)c(CN(Cc3nnnn3C3CCCC3)C3CCCCC3)cc2c1,70,7
O=C(COc1ccccc1)OCc1cc2ccccc2[nH]c1=O,62,1
O=C(Cc1ccc(F)cc1)NCCc1ccccc1,nt,2
CCCOC(=O)C1=C(C)NC2=C(C(=O)CC(c3ccccc3)C2)C1c1cccnc1 (stereo not drawn),80,nt
O=C(Nc1cccc2ccccc12)OC1C=CS(=O)(=O)C1 (stereo not drawn),70,8
COc1ccc(C2c3c(oc4ccccc4c3=O)C(=O)N2CCN2CCOCC2)cc1OC (stereo not drawn),101,6
CCOC(=O)C1=C(O)/C(=C/c2ccc(Cl)cc2)SC1=Nc1cccc2ccccc12,nt,10
CC(=O)Nc1nc2ccccc2n1CCCN(C)C,nt,0
COc1ccc(C2=CC(c3cccs3)C=C(c3ccc(OC)cc3)O2)cc1,nt,-8
COC(=O)/C=C/S(=O)(=O)c1ccc(NC(C)=O)cc1,98,-2
CCNC(=O)Cn1cnc2c1c(=O)n(C)c(=O)n2C,70,8
CCOc1ccc(NC(=O)CSc2nc3ccccc3s2)cc1,nt,0
O=C(Nc1nnc(SCc2ccccc2)s1)c1cccs1,90,2
CC(C)OC(=O)c1c(NC(=O)CCn2nnc3ccccc32)sc2c1CCCC2,42*,-2
CCn1c2ccccc2c2cc(NC(=O)c3ccc(C)c([N+](=O)[O-])c3)ccc21,nt,-11
COc1ccc(C(=O)NCC(=O)OCC(=O)NC(=O)NC2CCCCC2)cc1OC,98,0
CC(C)Cn1c(=O)c2c(c3ccccc31)OC(C)C(=O)N2 (stereo not drawn),110,2
Clc1cc2c(cc1CSc1nc3ccccc3[nH]1)OCO2,nt,2
O=CN(Cc1ccco1)C1(C(=O)NC2CCCCC2)CCCCC1,79,8
CC1CCN(c2cc(N3CCC(C)CC3)c([N+](=O)[O-])cc2/C=C(\C#N)c2nn(-c3ccccc3)c(N)c2C#N)CC1,nt,1
CC(=O)NC1(C(F)(F)F)NC(=O)N(CC(C)C)C1=O (stereo not drawn),103,1
COc1nccc(NCc2ccccc2)c1C#N,nt,-2
COCCN1C(=O)c2ccc(C(=O)NCc3cccnc3)cc2C1=O,73,4
Cc1ccc(-c2csc(NC(=O)c3ccc([N+](=O)[O-])s3)n2)c(C)c1,nt,5
CCN(C(=O)c1cc(OC)c(OC)c(OC)c1)c1ccccc1C,nt,9
Cc1cc(C=C2C(=O)NC(=S)NC2=O)c(C)n1-c1ccc(N(C)C)cc1,nt,3
Cc1c(OCc2ccc(F)cc2)ccc2c1oc(=O)c1ccccc12,nt,7
Cc1nc2ccccc2c2oc(C(=O)N3CCN(C(=O)c4ccco4)CC3)cc12,93,8
COc1cc(O)c2c(c1)OC(C)(C)CC2=O,67,4
Cc1ccc(C(C)(C)C)c(OCC(=O)O)c1,nt,4
O=C1CC(C(=O)N2CCOCC2)C2(CCCC2)O1 (stereo not drawn),86,0
O=C1C(Cl)=C(NCCc2ccccc2)C(=O)N1c1ccc(Br)cc1,nt,4
COc1ccc(-n2nnnc2SCC(=O)Nc2cccc(C)n2)cc1OC,99,1
Brc1ccc(Nc2nc(-c3ccncc3)nc3ccccc23)cc1,nt,13
CCCCN(CCCNc1ncnc2nc[nH]c12)c1ccccc1,90,1
COc1ccc(-c2nnc(NC(=O)c3cccs3)s2)cc1,nt,4
CCN(CC)S(=O)(=O)c1ccc(S(=O)(=O)Nc2cc3c(cc2C(C)=O)OCO3)cc1,118,5
COc1ccc(C)cc1NS(=O)(=O)c1ccc(NC(C)=O)cc1,nt,-10
COc1ccccc1C1C(C(C)=O)=C(O)C(=O)N1CCN(C)C (stereo not drawn),nt,0
NS(=O)(=O)c1cccc(NC(=O)COc2ccc(Br)cc2)c1,nt,-11
O=C(Nc1ccc(Cl)cc1)N(Cc1nnc2n1CCCCC2)c1ccccc1,109,6
O=C(NCc1ccc2c(c1)OCO2)c1cccc(N2CCCC2=O)c1,99,4
COc1ccc(-c2noc(C3CCCN(C(=O)c4ccccc4OC)C3)n2)cc1OC (stereo not drawn),99,-8
CCN(CCNC(=O)Cn1cc2c(n1)CCCC2)c1ccccc1,85,2
C=CCn1c(SCc2ccc(C(=O)NCCO)cc2)nc2sc(C)c(C)c2c1=O,nt,-1
CCN1C(=O)CC(N2CCC(Cc3ccccc3)CC2)C1=O (stereo not drawn),104,-5&7
N#Cc1ccc(-n2nnc3ccccc32)cc1C#N,173,nt
COCc1nnc(NC(=O)c2ccc(S(=O)(=O)N3CCCCCC3)cc2)o1,103,3
Cc1ccc(Cl)cc1N1CCN(C(c2cccnc2)c2nnnn2C2CCCCC2)CC1 (stereo not drawn),84,-14
Cc1ccc(S(=O)(=O)Cn2nnnc2C(C(C)C)N2CCc3ccccc3C2)cc1 (stereo not drawn),nt,6
O=C(CN1C(=O)NC(Cc2ccccc2)C1=O)NC(=O)NC1CCCCC1 (stereo not drawn),71,14
CCOC(=O)C1=C(C)Nc2nc3ccccc3n2C1c1ccncc1 (stereo not drawn),122,7
Clc1ccc(N2CCN(N=Cc3c(Cl)cccc3Cl)CC2)cc1,nt,-8
Cc1ccccc1OCC(=O)Nc1ccccc1N1CCOCC1,94,6
CC(C)C(C(=O)Nc1ccc(N2CCOCC2)cc1)N1C(=O)c2ccccc2C1=O (stereo not drawn),89,-11
COC(=O)c1cc(C(=O)Nc2ccc(C)c(Cl)c2)cc([N+](=O)[O-])c1,nt,3
COc1ccc(OC)c(NC(=O)CSc2nnnn2-c2ccc3c(c2)OCO3)c1,93,8

# Carrying on.
SMILES,BAP1 block,HePTP inh
C/C(CC(=O)Nc1ccc(Cl)c(C(F)(F)F)c1)=N\NC(=O)c1cnccn1,nt,2
COc1ccc(Oc2c(C(F)(F)F)oc3cc(O)ccc3c2=O)cc1,nt,8
CCOC(=O)C1CCC(=O)C=C1N1CCOCC1 (stereo not drawn),nt,6
O=C1C2C3C=CC(CC3)C2C(=O)N1c1cccc(Cl)c1 (stereo not drawn),140,nt
Cc1ccc2cc(C(c3nnnn3CC3CCCO3)N3CCc4ccccc4C3)c(=O)[nH]c2c1 (stereo not drawn),77,0
CCSc1nccc(Nc2ccccc2)c1C#N,77,nt
CN(C)c1nc2c(c(=O)[nH]c(=O)n2C)n1Cc1ccc(F)cc1,94,3
CCOC(=O)c1c(C)[nH]c(C)c1C(=O)CSc1nnc(-c2cc(OC)c(OC)c(OC)c2)o1,103,-4
O=C(/C=C/c1ccc(Cl)cc1)NCC1CCCO1 (stereo not drawn),nt,7
CN(C)/C=N/c1sc2c(c1C#N)CC(C)(C)NC2(C)C,nt,1
CCOC(=O)c1c(NC(=O)c2ccc(OCC(C)C)cc2)sc(C)c1C,nt,7
O=C(O)C(Cc1ccccc1)n1c(O)c(/C=C2\C=Nc3ccccc32)sc1=S (stereo not drawn),nt,9
COc1ccc(/C=c2\sc3nnc(-c4ccccc4)n3c2=O)c(OC)c1,nt,1
CC(C)(C)c1ccc(O)c(N)c1,nt,-13
Cc1c(CCNC(=O)c2ccccc2F)c2ccccc2n1Cc1ccccc1,nt,-3
O=C(NC1CCSC1=O)c1cccc(C(=O)NC2CCSC2=O)c1 (stereo not drawn),115,12
Cc1ccc(S(N)(=O)=O)cc1NC(=O)CCCOc1ccc(Cl)cc1Cl,nt,-3
O=C(Nc1ccc([N+](=O)[O-])cc1)C1C2C3CCC(C3)C12 (stereo not drawn),nt,-4
CCOc1cc(/C=C2\SC(=S)N(c3cccc(C)c3C)C2=O)ccc1O,nt,-4
O=C1CCCN1CCC1CCN(C2CC(=O)N(c3ccc(Cl)cc3)C2=O)CC1 (stereo not drawn),102,-2

# Some of these compounds in order of the HePTP inh value, low to high:
SMILES,BAP1 block,HePTP inh
O=C1CCCN1CCC1CCN(C2CC(=O)N(c3ccc(Cl)cc3)C2=O)CC1 (stereo not drawn),102,-2
CN(C)c1nc2c(c(=O)[nH]c(=O)n2C)n1Cc1ccc(F)cc1,94,3
CCOC(=O)C1CCC(=O)C=C1N1CCOCC1 (stereo not drawn),nt,6

# (more compounds)
SMILES,BAP1 block,HePTP inh
CC1CCc2c(sc(NC(=O)c3ccccc3)c2C(N)=O)C1 (stereo not drawn),nt,5
O=C(Nc1cc([N+](=O)[O-])ccc1C(=O)Nc1ccncc1)c1ccccc1,nt,8
Cc1cc(Cl)ccc1OCC(=O)N1C(C)CCCC1C (stereo not drawn),99,9
COc1cc(C=C2C(=O)NC(=O)NC2=O)ccc1OCCOc1ccc([N+](=O)[O-])cc1,nt,-3
N#CC1=C(SCC(=O)NC23CC4CC(CC(C4)C2)C3)NC(=O)C(C#N)C12CCCCC2 (stereo not drawn),nt,-10
COc1ccc(CN2CCN(C(=O)c3cccs3)CC2)c(OC)c1OC,101,9&-10
CC(C)(C)NC(=O)Cn1ccc(=N)c2ccccc21,62,5

# Already shown: 6 of the compounds above.
SMILES,BAP1 block,HePTP inh
CCOc1cc(/C=C2\SC(=S)N(c3cccc(C)c3C)C2=O)ccc1O,nt,-4
O=C1CCCN1CCC1CCN(C2CC(=O)N(c3ccc(Cl)cc3)C2=O)CC1 (stereo not drawn),102,-2
CC1CCc2c(sc(NC(=O)c3ccccc3)c2C(N)=O)C1 (stereo not drawn),nt,5
O=C(Nc1cc([N+](=O)[O-])ccc1C(=O)Nc1ccncc1)c1ccccc1,nt,8
Cc1cc(Cl)ccc1OCC(=O)N1C(C)CCCC1C (stereo not drawn),99,9
COc1cc(C=C2C(=O)NC(=O)NC2=O)ccc1OCCOc1ccc([N+](=O)[O-])cc1,nt,-3
